TCR activator = Activators of T cell receptors: qHTS campaign | primary human leukocytes, anti-CD3, IL-2 HTRF, 48 h | Potency, µM (highest dose often 9.22 µM), for inactives: at the highest dose activation of IL-2 secretion, most hits filed as activators | 330,000 tested, under 10 active | AID 504894, 2011; also: % of control where 0% means no effect
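Primary human leukocytes receive a-CD3 beads and test compound and are incubated 48 hr. Secreted IL-2 is then assayed by HTRF, measuring 665nm acceptor emission after 320nm excitation of the europium donor.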
PTAP TSG101 blk = qHTS Assay for Iinhibitors of HIV-1 Budding by Blocking the Interaction of PTAP/TSG101; Tumor susceptibility gene 101 protein (Homo sapiens), Q99816; Fluorescence polarization, FITC-PTAP peptide / Tsg101 binding; Potency, µM (doses to about 115 µM), inactives show top-dose activity change, negative = inhibition, most hits filed as inhibitors; 340,000 tested, under 10 active; active = well fitted inhibition curve with a large enough effect in the main read-out, with a control signal flat, not every such curve was filed as active; inconclusive = small, poorly fitted or top-dose-only effect, or effect the other way, or a change in a side signal; inactive = no such curve, though single readings can be large or run the other way; also: potency is read from the fitted curve at half-maximal effect; % of control where 0% means no effect
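Tsg101 binding domain (10 uM final) was mixed with compound and a FITC-labeled PTAP peptide (50 nM final) in HEPES pH 7.5 buffer with NaCl, Tween 20, EDTA and TCEP; fluorescence polarization was read after 20 min at r.t.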
BCR signal inh = qHTS Assay to Find Inhibitors of Chronic Active B-Cell Receptor Signaling | ABC-DLBCL IkBa-CBG/CBR reporter, luminescence ratio, 4 h | Potency, µM (top dose mostly 46.1 µM), inactives show at the highest dose ratio change, negative = lower green/red ratio, hits mostly inhibitors | actives 0.05% (n = 340,000); active = well fitted inhibition curve with a large enough effect in the signal ratio, with a control signal flat, not every such curve was filed as active; inconclusive = small, poorly fitted or top-dose-only effect, or effect the other way, or a change in a side signal; the % refers to the signal ratio;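 also: potency is read from the fitted curve at half-maximal effect; plate controls were basal doxycycline-induced cells for no effect and cells given 10 µM MG132 for full effect; MG132 reads +100%, hits lower the ratio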
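Concentration-response series (up to 46 uM) were applied to TMD8 dual-reporter cells for 4 h at 37C with doxycycline. Green/red ratio, after filter-overlap correction, defined %Activity; red signal alone was normalised to basal cells and zero luminescence.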
Mito fusion act = qHTS Assay for Small Molecule Inhibitors of Mitochondrial Division or Activators of Mitochondrial Fusion | S. cerevisiae fusion-defective mutant growth rescue, CellTiterGlo 48 h | actives 0.23% (n = 320,000) | AID 485298, 2010 | Potency, µM (highest dose often 46.1 µM), for inactives: at the top dose growth rescue (activation), usual class: activators;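 also: potency is read from the fitted curve at half-maximal effect; % of control where 0% means no effect; nearly all actives have a fitted effect of over 45% in size; temperature-sensitive fusion mutants such as fzo1-1 at 37 °C on non-fermentable ethanol glycerol medium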
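Growth-rescue viability read-out: after 48 h at the non-permissive 37C in glycerol/ethanol YPEG, yeast mitochondrial fusion mutants are measured by CellTiterGlo luminescence; compounds (23 nl pinned per well) restoring growth score as division inhibitors or fusion activators.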
TSHR antag = Antagonists of the Thyroid Stimulating Hormone Receptor: HTS campaign | Thyrotropin receptor (Homo sapiens), P16473 | TSHR-expressing cells, TSH-stimulated cAMP HTRF, 2 h; hits give low values | actives 0.2% (n = 330,000) | AID 504810, 2011 | activity change, negative = inhibition, % at 11.5 µM;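 active = activity change below a set negative limit, meaning inhibition stronger than a set level, cut at about -70% in these data; inconclusive = activity change between two set negative limits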; also: % is scaled to controls: 0 for no effect and ±100 for the full control effect
Target sequence (P16473 whole entry, looked up): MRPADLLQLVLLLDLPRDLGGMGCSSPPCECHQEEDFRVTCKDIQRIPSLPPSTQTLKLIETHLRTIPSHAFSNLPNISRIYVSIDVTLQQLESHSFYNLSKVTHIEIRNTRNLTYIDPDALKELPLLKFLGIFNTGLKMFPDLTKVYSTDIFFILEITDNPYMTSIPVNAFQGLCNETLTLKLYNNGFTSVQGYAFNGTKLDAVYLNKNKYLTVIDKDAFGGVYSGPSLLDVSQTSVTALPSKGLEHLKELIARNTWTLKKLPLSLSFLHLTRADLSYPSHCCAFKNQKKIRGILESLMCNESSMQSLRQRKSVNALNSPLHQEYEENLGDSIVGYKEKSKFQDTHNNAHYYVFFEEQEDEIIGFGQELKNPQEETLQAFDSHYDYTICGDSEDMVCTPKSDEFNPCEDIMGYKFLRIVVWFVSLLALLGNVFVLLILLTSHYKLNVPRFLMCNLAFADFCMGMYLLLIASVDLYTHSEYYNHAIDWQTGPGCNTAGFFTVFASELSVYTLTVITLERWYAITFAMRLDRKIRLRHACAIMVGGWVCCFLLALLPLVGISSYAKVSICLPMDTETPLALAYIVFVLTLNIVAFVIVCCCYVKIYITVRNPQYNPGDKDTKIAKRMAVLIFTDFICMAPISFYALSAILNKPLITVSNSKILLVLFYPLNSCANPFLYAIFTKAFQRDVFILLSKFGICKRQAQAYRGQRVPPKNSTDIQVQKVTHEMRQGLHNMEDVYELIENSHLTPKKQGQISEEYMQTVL
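TSHR-expressing cells, 200/well, pre-treated with compound, then stimulated with EC80 TSH (4nM final) for 2 hours at 37 deg C. cAMP measured by competitive HTRF: anti-cAMP cryptate antibody in lysis buffer plus cAMP-d2, read after 30 minutes at room temperature.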
ASM inhibitor = Inhibitors of Secretory Acid Sphingomyelinase (S-ASM): qHTS. placental ASM, HMU-PC fluorogenic substrate, 60 min. AID 504937, 2011. actives 0.006% (n = 340,000). Potency, µM (top dose mostly 57.5 µM), inactives show at the top dose activity change, negative = inhibition, usual class: inhibitors. Sphingomyelin phosphodiesterase (Homo sapiens), P17405; also: potency is read from the fitted curve at half-maximal effect
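Human placenta-derived ASM enzyme was preincubated with compound for 10 minutes at room temperature, then given fluorogenic substrate HMU-PC0 (9 uM final) for 60 minutes at 37 °C; a pH 10 stop preceded fluorescence reading at Ex 386/Em 447 nm.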
Eya2 inh = qHTS Assay for Inhibitors of the Phosphatase Activity of Eya2; recombinant Eya2, OMFP fluorescence dephosphorylation (OMFP is methylfluorescein phosphate); AID 488837, 2010; Potency, µM (highest dose often 76.9 µM), for inactives: at the highest dose activity, negative = inhibition, most hits filed as inhibitors; Protein phosphatase EYA2 (Homo sapiens), O00167; actives 0.006% (n = 330,000); also: potency is read from the fitted curve at half-maximal effect; % is scaled to controls: 0 for no effect and ±100 for the full control effect
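Eya2 protein (added as 0.2 uM solution) was preincubated with compound for 10 min at ambient temperature in 50 mM HEPES pH 7.5, 50 mM NaCl, 5 uM MgCl2, 0.05% BSA, 1 mM DTT. OMFP (added at 50 uM) then reacted 10 min; fluorescence read at 485/525 nm.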
ELG1 DNA repair = qHTS screen for small molecules that inhibit ELG1-dependent DNA repair in human embryonic kidney (HEK293T) cells expressing luciferase-tagged ELG1; HEK293T ELG1-luciferase reporter, luminescence, 16 h; DNA damage induced by 5-fluorouridine; Potency, µM (highest dose often 46.1 µM), for the others: at the top dose activity change, negative = inhibition, most hits filed as inhibitors; actives 2.3% (n = 330,000); also: potency is read from the fitted curve at half-maximal effect; % is scaled to controls: 0 for no effect and ±100 for the full control effect; nearly all actives have a fitted effect of over 55% in size
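5-Fluorouridine DNA damage + compound/DMSO, 2,000 cells/well, 16 h, 37 °C/5% CO2. ONE-Glo, 30 min RT, luminescence. Readout = decrease in reporter signal.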
AT treatment = qHTS Assay for Identifying a Potential Treatment of Ataxia-Telangiectasia | […] A-T fibroblasts, KAP-1 phosphorylation AlphaLISA; neocarzinostatin DNA damage 30 min before lysis | AID 485349, 2010 | actives 0.19% (n = 320,000) | Potency, µM (top dose mostly 57.5 µM), without a hit: at the top dose activation, hits mostly activators; also: potency is read from the fitted curve at half-maximal effect; % of control where 0% means no effect; nearly all actives have a fitted effect of over 45% in size
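hTERT-immortalized A-T patient fibroblasts ([…]), 500 cells/well in OPTI-MEM, 1% FBS, got compounds for 60 min, then NCS for 30 min at 37C. Lysates were then assayed for phospho-KAP-1 by AlphaLISA (anti-pKAP1 donor, anti-KAP1 acceptor beads), 6 hr at 25C.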
Tb PFK inh = qHTS Assay to Find Inhibitors of T. brucei phosphofructokinase. Potency, µM (top dose mostly 57.5 µM), for inactives: at the highest dose activity, negative = inhibition, hits mostly inhibitors. T. brucei PFK, ADP-Glo luminescence. actives 0.17% (n = 330,000). ATP-dependent 6-phosphofructokinase (Trypanosoma brucei brucei), O15648;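 also: potency is read from the fitted curve at half-maximal effect; 0% = uninhibited 1x PFK enzyme wells and -100% = no-enzyme wells; nearly all actives have a fitted effect of over 60% in size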
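In TEA buffer at pH 8.0 with 5 mM MgCl2, enzyme (1.25 nM) converted F6P (0.5 mM) and ATP (0.1 mM) for 45 min at room temperature. ADP product was read by luciferase luminescence.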
Integrin act MD = qHTS for Activators of Integrin-Mediated Alleviation for Muscular Dystrophy; alpha7betagal myoblasts, beta-gal FDG fluorescence, 48 h; Potency, µM (top dose mostly 38.3 µM), without a hit: at the top dose activation, usual class: activators; actives 0.064% (n = 350,000); AID 624291, 2012;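 also: potency is read from the fitted curve at half-maximal effect; 100% = response of the positive control SU9516; nearly all actives have a fitted effect of over 60% in size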
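Alpha7betagal+/- myoblasts (passage 13) were plated 16-24 hr, then exposed to compounds (1:260 dilution of DMSO stock) for 48 hours at 37C. After MPER lysis, β-galactosidase reporter activity was read as FDG fluorescence (ex 480/em 540) after 30 minutes.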
The depositor's hits bear a star; ? = inconclusive; / = not tested or not shown; [ ] = dose if it differs, or a comment. Unless noted, calls follow the shape of the dose curve; as a rule, active = well fitted curve in the direction sought with a large enough effect; inconclusive = small, poorly fitted or top-dose-only effect, or another doubt; inactive = no such curve, though single readings can be large; an effect the other way counts as inactive or inconclusive.

SMILES | TCR activator | PTAP TSG101 blk | BCR signal inh | Mito fusion act | TSHR antag | ASM inhibitor | Eya2 inh | ELG1 DNA repair | AT treatment | Tb PFK inh | Integrin act MD
C/C(=N\Nc1cccc([N+](=O)[O-])c1)c1cc2ccccc2o1 | -3% | -8% | 3% | 0% | -3 | -9% | 4% | ? | -1% | -3% | -4%
CC(OC(=O)c1nsc(Cl)c1Cl)C(=O)NCc1cccs1 (centres undefined) | -1% | -6% | -1% | -2% | -3 | -2% | -15% | -3% | 2% | 21% | 0%
CCCCNC(=O)NCCN1CCOCC1 | -2% | -1% | ? | 2% | 5 | -1% | -1% | 4% | -4% | 0% | 15%
Cc1onc(-c2c(Cl)cccc2Cl)c1C(=O)n1nnc2ccccc21 | / | / | 2% | -1% | 11 | / | 22% | -1% | / | 0% | /
C=CCOC(=O)C1=C(C)NC(=S)C(C#N)(CC=C)C1c1ccccc1Cl (centres undefined) | 5% | -1% | -4% | 6% | 3 | 0% | -23% | ? | -3% | 2% | 21%
CN(C)CCOC(=O)c1ccc(COc2ccccc2Br)o1 | 4% | 0% | -5% | 9% | 2 | 4% | 7% | 19% | -5% | 6% | -20%
CCC(=O)Nc1cc(-c2nn(C)c(=O)c3ccccc23)ccc1N1CCOCC1 | 1% | 0% | ? | -2% | 26 | 0% | -10% | ? | 4% | 0% | -22%
O=C(NC(=S)NNC(=O)[C@H]1C[C@@H]1c1ccccc1)c1cccc(F)c1 | -7% | 0% | ? | -1% | 7 | -1% | 3% | ? | 2% | -2% | -2%
COc1ccccc1-c1nc(SCC(=O)Nc2ccccc2F)n[nH]1 | 0% | -2% | ? | 4% | 30 | -1% | -10% | -5% | 4% | -4% | 1%
Cc1cc(OCC(=O)OCC(=O)NCc2cccs2)ccc1Cl | 0% | 0% | 0% | / | -12 | 0% | 3% | 8% | 36% | 1% | 7%
CC(C)Cc1nnc(NC(=O)C2=COCCO2)s1 | 0% | -1% | ? | 5% | -6 | 7% | -8% | ? | 1% | 1% | 19%
O=C(Cn1ncc2c1-c1ccccc1OC2)Nc1ccc(S(=O)(=O)N2CCCCC2)cc1 | -3% | 0% | -7% | 13% | -6 | 45%[activator] | 6% | -21% | 9% | -9% | -37%
Cc1cc(C)n(C(=O)c2cccc(S(=O)(=O)N3CCCC3)c2)n1 | / | 2% | 3% | 0% | -6 | 2% | -3% | 0% | 1% | -4% | 4%[7.66 µM]
Cc1cc2[nH]c(=O)c(=O)[nH]c2cc1S(=O)(=O)N1CCN(c2cccc(C(F)(F)F)c2)CC1 | 1% | -13% | 6% | 5% | -14 | 20µM* | -12% | 2% | 1% | -7% | -4%
CN(C)c1ccc(/C=N/N2C(=O)c3ccccc3C2=O)cc1 | -7% | -8% | 4% | -15% | 13 | 5% | ? | -1% | 34% | -4% | ?
O=C(CCN1CCCC1=O)NC1CCCc2c1cnn2-c1ccc(F)cc1F (centres undefined) | 10% | 0% | -2% | 1% | 37 | 1% | -6% | 3% | -18% | 1% | -13%
CC1CCN(c2cc(N3CCOCC3)c(F)cc2[N+](=O)[O-])CC1 | 4% | -5% | -1% | -1% | 17 | -17% | 6% | 2% | -2% | 9% | 13%
OCC(CO)(CO)N=Cc1c(O)ccc2ccccc12 | / | / | -1% | 1% | 2 | 5% | 8% | -6% | 1% | -7% | 0%
CCOc1ccc(NC(=O)COC(=O)C23CC4CC(CC(C4)C2)C3)c([N+](=O)[O-])c1 | 1%[46.1 µM] | 0% | 2% | -3% | -3 | -11% | -22% | 1% | 1% | 4% | -7%
Cc1ccc(C)c(NC(=O)COC(=O)CCc2ccc(S(=O)(=O)N3CCOCC3)cc2)c1 | 9% | 0% | -3% | 8% | 13 | -1% | -23% | -1% | -1% | -3% | ?
COc1ccc(-n2c(Cc3cccn3C)nnc2SCC(=O)Nc2cc(Cl)ccc2OC)cc1 | -3%[46.1 µM] | -2% | ? | ? | -4 | -6% | -3% | ? | 4% | 1% | -15%
CC(/C(O)=C(\C#N)c1nc2ccccc2n1C)N1C(=O)c2ccccc2C1=O (centres undefined) | / | / | 0% | -2% | 4 | / | -13% | 16% | -2% | 3% | /
CCc1ccc(C(=O)N2CCN(S(=O)(=O)c3sc(C(=O)O)c(C)c3C(=O)O)CC2)cc1 | 9% | -1% | 0% | -7% | -2 | 4% | -17% | 9% | 5% | -2% | -1%
COc1cccc(NC(=O)COC(=O)c2ccc(S(=O)(=O)NCc3ccco3)cc2)c1 | 3% | -8% | ? | 1% | 3 | -1% | -6% | 9% | 1% | -6% | -23%
NC(=O)C1(N2CCCCC2)CCN(S(=O)(=O)c2ccc(Cl)s2)CC1 | 0% | -4% | 0% | 13% | -2 | -3% | -1% | -3% | -2% | 1% | 27%
COC(=O)/C(=C\Nc1ccc(Cl)c2ccccc12)c1ncc(C(F)(F)F)cc1Cl | 1% | -3% | ? | -2% | 2 | 173%[activator] | 0% | -14% | 1% | 1% | 23%
Cc1ccc(NC(=O)C2CCN(S(=O)(=O)c3ccc4c(c3)CC(C)N4C(=O)C3CCC3)CC2)nc1 (centres undefined) | 8% | -4% | ? | 23% | -24 | -4% | -2% | ? | 2% | 1% | -25%
CCCN(CCC)C(=O)c1cc2c(=O)[nH]c3ccc(C)cc3c2s1 | -4% | -1% | -12% | -2% | -11 | 6% | 1% | -18% | 2% | 4% | 35%
CCN(C(=O)CN1CCN(C)CC1)c1cccc2ccccc12 | 0% | 0% | -3% | -1% | 8 | 2% | 21% | -3% | 10% | -18% | 0%
Cc1ccccc1C1=NC(C(F)(F)F)(C(F)(F)F)c2c(n(C)c(=O)n(C)c2=O)N1 | 5%[46.1 µM] | -1% | ? | 1% | -4 | 7% | -5% | / | 5% | -2% | 29%
COc1ccc(N2C(=O)CC(Sc3nnc(-c4ccccc4F)n3C)C2=O)cc1 (centres undefined) | 1% | 1% | 0% | -2% | -2 | -3% | 9% | 1% | -6% | 18% | 4%
CCOC(=O)c1cc(-c2ccc(OC)cc2)nn1-c1ccccc1C(=O)O | -1% | -1% | -4% | 2% | 7 | 3% | 6% | -11% | -4% | -2% | -6%
CC1CCCCN1C(=O)CN1C(=O)CSc2ccc(S(=O)(=O)N3CCOCC3)cc21 (centres undefined) | 5% | 1% | 4% | 0% | 5 | 0% | 6% | 23% | -2% | 1% | -3%
Cc1cccc(N2C(S)=C(C#N)C(=O)NC2c2ccco2)c1 (centres undefined) | 0% | 0% | 23% | 8% | 9 | 0% | 15% | 10% | -3% | 12% | -11%
COc1ccc(C(=O)NC2CCN(S(=O)(=O)c3ccc(F)cc3)CC2)cc1 | 1% | -2% | 0% | 1% | -11 | 1% | 9% | -11% | 12% | 0% | -15%
O=[N+]([O-])c1cnccc1NC1CCCCC1 | -17% | -8% | ? | 10% | 28 | -2% | 4% | 11% | 40% | 4% | -25%
